# GlmU inhibition: inhibition of mycobacterial GlmU enzyme – biochemical, glucosamine-1-phosphate acetyltransferase (AID 1376). 0.25% of 220,000 active. M. tuberculosis GlmU acetyltransferase enzyme assay; higher % means a stronger effect. Bifunctional protein GlmU (Mycobacterium tuberculosis (strain ATCC 25618 / H37Rv)). inhibition, %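 (tested at 30 µM in the primary screen)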, or IC50 in µM where a hit was titrated; in the data active = inhibition above about 13%;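 note: 0% = complete reaction with vehicle and 100% = reaction without substrate; strong numbers were not always called active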
# RmlCD inh 1536: M. tuberculosis RmlC/RmlD coupled enzyme inhibitors, primary screen, biochemical, compound mixtures, 384-well, from 1536-well plates; 0.03% of 160,000 active; inhibition, % at 3.6 µM; RmlC+RmlD coupled enzyme assay, percent inhibition; primary screen in compound mixtures; in the data active = inhibition mostly above about 34%, no sharp cut-off; note: some results filed as inactive read as strong as hits
# Target sequence (P9WH09 whole entry, looked up): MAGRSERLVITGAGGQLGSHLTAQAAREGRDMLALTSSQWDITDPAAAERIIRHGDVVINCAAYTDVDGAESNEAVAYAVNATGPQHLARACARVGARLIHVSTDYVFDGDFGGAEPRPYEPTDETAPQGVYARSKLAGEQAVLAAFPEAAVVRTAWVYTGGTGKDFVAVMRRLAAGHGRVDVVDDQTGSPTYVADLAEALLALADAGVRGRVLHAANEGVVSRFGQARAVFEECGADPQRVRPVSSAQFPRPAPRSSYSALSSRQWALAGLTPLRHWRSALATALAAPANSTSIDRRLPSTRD
# Target sequence (P9WH11 whole entry, looked up): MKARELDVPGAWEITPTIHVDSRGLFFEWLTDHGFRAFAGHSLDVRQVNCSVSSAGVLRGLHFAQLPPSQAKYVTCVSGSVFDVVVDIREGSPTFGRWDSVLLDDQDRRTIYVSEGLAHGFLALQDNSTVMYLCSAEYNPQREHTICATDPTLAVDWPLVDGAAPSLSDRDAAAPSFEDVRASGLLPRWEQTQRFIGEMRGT
# * = called active by the depositor; / = not tested or not shown. Some of the compounds tested, so the mix of outcomes need not match the whole.
smiles,GlmU inhibition,RmlCD inh 1536
OC(c1cc(C(F)(F)F)nc2c(Cl)cc(Cl)cc12)C1CCCCN1 (stereo unspecified),-17%,-19
CCOC(=O)N1CCN(C(=O)/C=C/c2c(C)nn(-c3ccc(F)cc3)c2Cl)CC1,3.0%,-1
COc1ccccc1OCCC(=O)OCC(=O)NCc1ccc(Cl)cc1,1.5%,-11
N=C1C(c2nc(-c3ccc(F)cc3)cs2)=C(O)CN1CCCN1CCOCC1,-3.8%,74
CC(C)n1nc(Cc2cccc3ccccc23)c(C#N)c1N,-1.2%,/
COCCNC(=S)N(C)C1(c2ccccc2Cl)CCCCC1=O (stereo unspecified),-2.8%,8
CCOc1ccc(/C=C/C(=O)Nc2ccc(N3CCOCC3)cc2)cc1,/,6
CCN(C(=O)c1cc2cccc(OC)c2oc1=O)c1ccccc1,0.1%,-3
CCCC(=O)Oc1ccc2c(C)cc(=O)oc2c1,-1.4%,/
C=C(C)CSc1nc2sc3c(c2c(=O)n1C1CCCCC1)CCN(C)C3,-2.4%,-8
O=C(CCCCCCCCC(=O)N/N=C/c1ccco1)N/N=C/c1ccco1,-6.3%,1
Cc1csc2c(N3CCCCC3)ncnc12,-1.9%,2
Cc1ccccc1OCCCCc1c(C)n[nH]c1C,9.4%,-9
COCc1cc(C)nc(SCC(=O)Oc2ccccc2)c1C#N,2.1%,/
O=C(Cc1c(F)cccc1Cl)N1CCOCC1,-1.7%,7
CN1CCN(c2nc(-c3ccncc3)nc3ccccc23)CC1,-2.0%,-2
O=C(CCC(=O)Nc1ccccc1)NNC(=O)c1cccs1,1.9%,/
Cc1cccc(OCCC(=O)Nc2ccc(C)c(S(=O)(=O)N3CCCCC3)c2)c1,2.1%,4
CCC1CCCN1Cn1cnc2c([nH]c3ccc(OC)cc32)c1=O (stereo unspecified),-0.1%,13
Cc1ccc(CN2C(=O)N/C(=C\c3ccc(N4CCOCC4)cc3)C2=O)cc1,3.6%,-11
Cc1cc(=O)oc2cc(OCC(=O)Nc3cccc(S(=O)(=O)N(C)C)c3)ccc12,-1.3%,12
CCOCCCNC(=O)c1ccc(N2CCCC2)c(NS(=O)(=O)c2ccc(C)cc2)c1,-0.5%,9
CCOC(=O)c1ccc(NC(=O)Nc2ccccn2)cc1,-1.4%,/
CCC(CC)c1nnc(NC(=O)c2ccco2)s1,2.6%,-9
Cc1c(NC(=O)c2cc(-c3ccco3)on2)c(=O)n(-c2ccccc2)n1C,-0.1%,8
CCC(CC)COC(=O)C(C#N)c1nc2ccccc2nc1N1CCOCC1 (stereo unspecified),4.6%,/
Cc1nnn(C23CC4CC(CC(CC(=O)Nc5cccc(F)c5)(C4)C2)C3)n1,-3.4%,/
COc1cccc(CCNC(=O)c2ccc(C#N)cc2)c1,-0.9%,/
Cc1ccc2nc(N(CCN(C)C)C(=O)/C=C/c3cccs3)sc2c1,1.4%,5
COCCSc1nnc(NC(=O)C2CC(=O)N(c3ccc(C)cc3)C2)s1 (stereo unspecified),0.2%,-7
O=C(CN1C(=O)c2ccccc2C1=O)Nc1ccc2c(c1)OCO2,4.0%,/
O=C(CN1CCN(c2ccc(Cl)cc2)CC1)NCc1cccs1,0.0%,/
Cc1ccc(-c2[nH]nc(N)c2N=Nc2ccccc2C)cc1,2.0%,/
COc1ccc(C(=O)NCC(=O)N/N=C/C=C/c2ccccc2)cc1OC,-4.2%,-5
O=C(Cn1ccc2ccccc2c1=O)NCCC(=O)NC1CCN(Cc2ccccc2)CC1,0.5%,3
Cc1ccc(N/N=C/c2c(O)n(-c3ccccc3)c(=O)[nH]c2=O)cc1,3.4%,0
O=C(CNC(=O)c1ccc(N2C(=O)c3ccccc3C2=O)cc1)OCC(=O)c1ccccc1,-0.2%,1
O=C(c1ccc(Cl)cc1)C1CCCN(Cc2cccc3cccnc23)C1 (stereo unspecified),-0.8%,-12
O=C(Nc1ccc(S(=O)(=O)Nc2ncccn2)cc1)c1cccc(S(=O)(=O)N2CCCC2)c1,1.9%,/
O=C(Nc1ccccc1OC(F)F)c1ccccc1,2.0%,-9
CCOC(=O)c1cccc(NC(=O)CSc2nnc(C3CCCCC3)n2CC)c1,0.7%,-7
CC(C)c1onc(C(=O)N2CCOCC2)c1[N+](=O)[O-],-7.3%,/
O=C(/C=C/Sc1ccc(C(F)(F)F)cn1)c1ccccc1,1.1%,8
CN1C(=O)C2(C(C#N)=C(N)N(c3ccc(Cl)cc3)C3=C2C(=O)CC(C)(C)C3)c2ccccc21 (stereo unspecified),0.2%,11
CCOc1ccc(/C=N/n2c(C)nnc2C)cc1OC,-0.2%,0
Cc1cc([N+](=O)[O-])c2c(c1C)C1C=CCC1C(c1ccccn1)N2 (stereo unspecified),5.1%,7
COc1cccc(COc2ncnc3sccc23)c1,10%,8
Cc1ccc(S(=O)(=O)N2CCN(C3CC(=O)N(CCc4ccccc4)C3=O)CC2)cc1C (stereo unspecified),1.3%,-7
COCCNc1c(-c2ccc(OC)cc2)nc2ccc(Cl)cn12,-0.2%,3
COc1ccccc1/C=N/N=C(/N)N[N+](=O)[O-],-5.6%,/
O=C(NNS(=O)(=O)c1ccc(Cl)cc1)C1CCN(Cc2ccccc2)CC1,2.5%,/
O=C(Oc1cccc(NC(=O)c2ccco2)c1)c1cccc(S(=O)(=O)N2CCCC2)c1,2.5%,7
S=C(NCCCN1CCOCC1)N1CCN(c2nc(-c3ccc(Cl)cc3)cs2)CC1,3.8%,4
CCc1ccc(NC(=O)Cc2cn(C)c3ccccc23)cc1,-6.4%,/
CCCCN1C2CCCC1CC(NC(=O)C1CCCCC1)C2 (stereo unspecified),-2.3%,/
COc1ccc(CN(Cc2cc3cc(C)ccc3[nH]c2=O)C(=O)N(C)C)cc1,4.4%,34
Nn1c(Cc2ccccc2F)n[nH]c1=S,-4.0%,2
Cc1ccc(-c2nn(-c3ccccc3)cc2C(=O)N2CCOCC2)cc1,-3.5%,6
O=C(CSc1nnc(Cc2cc(=O)[nH]c(=O)[nH]2)n1-c1ccc(Cl)cc1)NC1CCCC1,-0.9%,-12
COc1cccc(C(=O)Nc2ccc(C3CC3(Cl)Cl)cc2)c1 (stereo unspecified),-3.4%,4

# (listing goes on)
smiles,GlmU inhibition,RmlCD inh 1536
CCOc1ccccc1NC(=O)C1CCCN(S(=O)(=O)c2c(C)[nH]c(=O)[nH]c2=O)C1 (stereo unspecified),-5.2%,/
C=CCNC(=O)COc1cc(C)ccc1C,2.3%,-11
CC(=O)NCCn1c(SCc2ccc(C)cc2)nc2ccccc2c1=O,-1.1%,4
Cc1cc(C(=O)Nc2ccc3c(c2)CCC3)c2ccccc2n1,2.6%,7
CCn1c(C2CCN(S(=O)(=O)c3ccc(OC)cc3)CC2)n[nH]c1=S,-4.9%,/
O=C(O)c1ccc(-c2nc(-c3ccc(Cl)cc3)cs2)cc1,1.8%,-11
C=CCOn1c(=O)c(-c2cccs2)[n+]([O-])c2ccccc21,5.0%,/
Cc1cc(C)c2c(N)c(C(=O)c3ccc(Cl)c(Cl)c3)sc2n1,-0.4%,-17
Cc1nc(N)c(Cc2ccc(Cl)cc2Cl)c(N)n1,-10%,10
CC(=O)Nc1ncc(Cc2cccc(Cl)c2Cl)s1,-0.3%,-13
Cc1ccc(S(=O)(=O)Nc2nc(-c3ccc(F)cc3)cs2)cc1,6.0%,37
CC(=O)n1cc(N(C(=O)CCl)c2ccc(Cl)cc2)c2ccccc21,-1.7%,-2
CC(=O)Cc1nsc(Nc2ccc(F)cc2)n1,0.7%,-16
Nc1cccc(CCc2nc3cc4ccccc4cc3[nH]2)c1,-0.7%,-6
Cc1nn(C)c(C)c1/C=C1/CC2C3CC=C4CC(O)CCC4(C)C3CCC2(C)C1=O (stereo unspecified),0.9%,/
CC(C)Cn1c(SCC(=O)NC(=O)Nc2ccc3c(c2)OCCO3)nc2ccccc2c1=O,-1.5%,1
CCc1sc(NC(=O)COC)nc1-c1ccccc1,2.5%,15
CSc1ccc(C2c3[nH]c4ccccc4c3CCN2C(=O)c2cc(C)n(C)n2)cc1 (stereo unspecified),3.0%,-18
Cn1nnc(NC(=O)c2cccc([N+](=O)[O-])c2)n1,11%,-8
C=CCN(C(=O)CNC(=O)c1ccco1)C(C(=O)NC1CCCCC1)c1ccccc1 (stereo unspecified),2.1%,1
COc1ccc(NC(=S)N2CCN(CCN=CC3=C(O)CC(c4ccccc4)CC3=O)CC2)cc1 (stereo unspecified),2.8%,-9
Nc1ccc(C#Cc2c(-c3ccsc3)oc3ccc(N4CCOCC4)cc23)cc1,4.9%,/
Brc1ccc(OCCOCCOc2cccc3cccnc23)cc1,-1.8%,/
Cc1ccc(OCC(=O)Nc2sc3c(c2C#N)CCC3)cc1,3.3%,4
O=c1cc(-c2ccccc2Cl)oc2c(NS(=O)(=O)c3ccccc3OC(F)(F)F)ccc(O)c12,4.6%,/
Cc1cc(C(=O)NCc2ccco2)no1,-0.3%,-8
CCCCN1CC[C@H]2C=CC[C@@H](C(=O)NCc3ccc(OC)cc3)[C@H]2C1=O,0.8%,/
COc1cccc(/C=N/NC(=O)c2ccc(-c3ccccc3)cc2)c1O,-5.5%,-8
CCOc1ccc(OCC)c(NC(=O)C2CCCN(S(=O)(=O)c3cnc[nH]3)C2)c1 (stereo unspecified),0.0%,-2
COCCn1nnnc1C(c1ccccn1)N1CCN(c2cc(C)ccc2C)CC1 (stereo unspecified),-1.5%,/
O=C1CCC(=O)N1CCOP1(=O)COc2ccccc2OC1,0.6%,-14
Cc1ccc(-n2nc(C)c(/C=N/n3c(C)n[nH]c3=S)c2Cl)cc1,-3.9%,/
COc1ccc(NC(=O)C2CCCN(c3nc(C)cc(C)n3)C2)cc1 (stereo unspecified),2.4%,/
CN(C1CCS(=O)(=O)C1)S(=O)(=O)c1ccccc1[N+](=O)[O-] (stereo unspecified),-2.7%,7
CCCCCCn1c(N2CCN(c3ccccc3)CC2)nc2c1c(=O)[nH]c(=O)n2C,0.1%,/
CCC(C)NS(=O)(=O)c1ccc(OCC(=O)NCc2ccccn2)cc1 (stereo unspecified),-8.3%,3
COc1cc2c(cc1OC)CN(C(=O)CCN1C(=O)C3CCCCC3C1=O)CC2 (stereo unspecified),-3.4%,-6
COc1ccc(C[C@H]2CN3C(=NC[C@@H]3Cc3ccccc3)N2CCNC(=O)c2ccc(C)c(Br)c2)cc1,-12%,/
CCCN(CC(=O)Nc1ccccc1C)C(=O)c1cc(=O)[nH]c2ccccc12,-1.6%,7
C/[N+]([O-])=C\C1C(=O)CCCC1=O,-5.2%,-11
CC1=C(C)CC(C(=O)NNC(=O)c2ccccc2O)C(C(=O)O)C1 (stereo unspecified),0.9%,/
COc1ccc(CSc2nnc(C)n2N)cc1,4.4%,/
CCOc1ccc(/C=N/NC(=O)CSc2ccccn2)cc1O,0.5%,/
CCN(CC)S(=O)(=O)c1ccc(C2CNC(=O)C2)cc1 (stereo unspecified),0.3%,/
Cc1ccc(C)n1-c1ccc(C(=O)Nc2ccccc2)cc1,-2.7%,5
CCOC(=O)c1oc2ccc(CNCCO)c(Cl)c2c1C,-4.6%,-7
Cc1cc(C)n(C(=O)c2c([N+](=O)[O-])cnn2C)n1,4.0%,/
CCn1c(SCC(=O)N2CCc3ccccc3C2)nc2c1c(=O)n(C)c(=O)n2C,0.1%,9
Cc1ccc(C2N(c3ccccc3)C(=S)N3CCCN23)cc1 (stereo unspecified),1.5%,/
Cc1oc(C2CC2)cc1C(=O)O,8.9%,/
CN1/C(=C\C(=O)c2ccccc2Cl)c2ccccc2CC1(C)C,1.1%,6
COc1ccc(-n2nc(C(=O)NCC(=O)NCc3ccccc3OC)c3ccccc3c2=O)c(OC)c1,6.1%,-11
Cc1nn(CCO)c(C)c1Oc1ccccc1O,-2.8%,/
CCOC(=O)c1[nH]c2ccccc2c1CCCN1C(=O)c2ccccc2C1=O,0.1%,/
O=C(c1nc2nc(-c3ccccc3)cc(C(F)(F)F)n2n1)N1CCCCC1,-1.3%,6

# Screening results deposited in PubChem BioAssay by several laboratories.
